JMJD2A Tudor inh – inhibitors of human JMJD2A Tudor domain | O75164 | actives 4.4% (n = 390,000) | Potency, µM (top dose mostly 114 µM), for the others: at the top dose activity change, negative = inhibition, actives largely listed as inhibitors | AlphaScreen JMJD2A-Tudor / H3K4me3 peptide binding; also: % is scaled to controls: 0 for no effect and ±100 for the full control effect; nearly all actives have a fitted effect of over 50% in size
TrxR1 inh – rat TrxR1 inhibition. actives 1% (n = 390,000). Potency, µM (top dose mostly 114 µM), for the others: top-dose activity change, negative = inhibition, usual class: inhibitors. O89049. recombinant rTrxR1, NADPH fluorescence consumption, selenite substrate; also: % is scaled to controls: 0 for no effect and ±100 for the full control effect; nearly all actives have a fitted effect of over 65% in size
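Rat TrxR1 (90 nM in the dispensed reagent) was pre-reduced with 400 uM NADPH for 5 min at room temperature, then incubated with compound for 15 min. After 400 uM selenite was added, NADPH fluorescence (Ex 340/Em 450 nm) was followed for 8 min.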
ERG-DNA inh – blocks human ERG Ets domain binding to DNA. P11308. fluorescence polarization, His-ERG Ets domain / labelled DNA. Potency, µM (top dose mostly 76.9 µM), for the others: at the top dose FP activity, negative = inhibition, hits mostly inhibitors. actives 0.028% (n = 370,000). AID 624246; active = well fitted inhibition curve with a large enough effect in the polarisation, with a control signal flat; inconclusive = small, poorly fitted or top-dose-only effect, or effect the other way, or a change in a side signal; inactive = no such curve, though single readings can be large or run the other way; the % refers to the polarisation;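 also: polarization taken with two DNA probes labelled with fluorescein and Texas red; % of control where 0% means no effect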
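His-tagged ERG Ets domain (1 uM in the protein solution; 300mM KCl, 50mM Tris-HCl, 1mM EDTA, 1mM DTT, pH 7.5) received compound, then a probe mix of 5 nM fluorescein-DNA and 100nM Texas-615-DNA. Fluorescence polarization was read for both dyes.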
Pin1 inhibitor – inhibitors of human Pin1. Potency, µM (top dose mostly 115 µM), without a hit: top-dose activity, negative = inhibition, hits mostly inhibitors. Pin1 FP peptide displacement, HiFluor488, 10 min. Q13526. actives 0.009% (n = 390,000). AID 504891; active = well fitted inhibition curve with a large enough effect in the polarisation, with a control signal flat, not every such curve was filed as active; inconclusive = small, poorly fitted or top-dose-only effect, or effect the other way, or a change in a side signal; inactive = no such curve, though single readings can be large or run the other way; the % refers to the polarisation; also: % is scaled to controls: 0 for no effect and ±100 for the full control effect
RGS4 inhibitor – human RGS4 inhibition; P49798; Transcreener GDP fluorescence polarization, RGS4-accelerated GTP hydrolysis; Potency, µM (series often up to 114 µM), without a hit: at the highest dose activity change, negative = inhibition, actives largely listed as inhibitors; actives 0.039% (n = 390,000); AID 504845; also: % is scaled to controls: 0 for no effect and ±100 for the full control effect; nearly all actives have a fitted effect of over 75% in size; some results filed as inactive show a strong effect at the top dose
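MLSMR compounds (23 nl, pin-transferred) preincubated 10 min at room temperature with a 500nM (2x) first reagent, then RGS4 at 900nM (2x) plus Transcreener GDP mix added; fluorescence polarization (620/688 nm) read before and after 90 min at 30 °C.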
Tb PGK inh – inhibitors of T. brucei phosphoglycerate kinase. actives 0.043% (n = 380,000). Potency, µM (doses to about 57.5 µM), for the others: at the highest dose activity change, negative = inhibition, hits mostly inhibitors. PGK/GAPDH coupled, Kinase-Glo luminescence, 60 min. P07378; also: % is scaled to controls: 0 for no effect and ±100 for the full control effect; nearly all actives have a fitted effect of over 60% in size
Target sequence (P07378 whole entry, looked up): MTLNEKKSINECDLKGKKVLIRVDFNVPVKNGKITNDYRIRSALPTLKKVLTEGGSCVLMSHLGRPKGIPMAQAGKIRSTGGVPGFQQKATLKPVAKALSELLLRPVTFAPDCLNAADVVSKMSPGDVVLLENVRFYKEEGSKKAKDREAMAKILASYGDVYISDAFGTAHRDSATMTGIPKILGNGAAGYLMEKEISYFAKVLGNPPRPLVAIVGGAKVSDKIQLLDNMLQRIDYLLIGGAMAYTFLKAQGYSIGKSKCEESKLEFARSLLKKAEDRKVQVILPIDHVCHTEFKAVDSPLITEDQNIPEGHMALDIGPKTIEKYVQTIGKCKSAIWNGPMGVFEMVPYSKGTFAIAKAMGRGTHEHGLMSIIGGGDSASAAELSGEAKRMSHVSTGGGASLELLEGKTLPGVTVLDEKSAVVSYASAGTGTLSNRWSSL
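Recombinant glycosomal PGK reaction used 1,3-bisphosphoglycerate generated in-well by GAPDH (100nM final) in 100mM TEA pH 7.6, 5mM MgCl2, 0.01% Tween-20. After 60 minutes at room temperature, ATP was read by Kinase-Glo Plus luminescence end-point.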
GLS inh – blocks human kidney-isoform glutaminase activity; O94925; GLS enzymatic activity, qHTS titration; Potency, µM (highest dose often 45.5 µM), for inactives: at the top dose activity change, negative = inhibition, usual class: inhibitors; actives 0.21% (n = 410,000); AID 624170; also: % is scaled to controls: 0 for no effect and ±100 for the full control effect
Target sequence (O94925 whole entry, looked up, canonical isoform): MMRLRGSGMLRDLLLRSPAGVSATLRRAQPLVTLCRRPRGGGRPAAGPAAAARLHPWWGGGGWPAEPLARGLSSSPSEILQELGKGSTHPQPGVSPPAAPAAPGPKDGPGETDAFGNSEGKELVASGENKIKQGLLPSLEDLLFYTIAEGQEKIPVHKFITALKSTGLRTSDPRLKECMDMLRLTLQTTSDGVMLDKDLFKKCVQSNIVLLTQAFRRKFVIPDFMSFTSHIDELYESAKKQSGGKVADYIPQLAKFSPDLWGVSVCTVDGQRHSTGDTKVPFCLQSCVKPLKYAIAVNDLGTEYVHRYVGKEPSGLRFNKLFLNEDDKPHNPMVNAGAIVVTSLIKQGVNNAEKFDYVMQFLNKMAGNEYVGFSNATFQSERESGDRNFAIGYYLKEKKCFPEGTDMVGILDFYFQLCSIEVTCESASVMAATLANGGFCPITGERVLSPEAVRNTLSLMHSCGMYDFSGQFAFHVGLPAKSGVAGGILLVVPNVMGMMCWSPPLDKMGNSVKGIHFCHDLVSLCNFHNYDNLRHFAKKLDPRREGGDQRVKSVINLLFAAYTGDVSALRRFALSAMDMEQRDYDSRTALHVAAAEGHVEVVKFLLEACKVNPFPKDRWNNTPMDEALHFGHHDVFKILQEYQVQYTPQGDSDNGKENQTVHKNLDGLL
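Enzyme dispensed in phosphate buffer (45 mM, pH 8.2, 0.02% Tween-20), compounds pinned in, then 1 mM L-glutamine solution and the glutamate oxidase–HRP–Amplex Red mix added; fluorescence read immediately and again after 30 min at room temperature.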
HP1b binding inh – inhibitors of HP1-beta chromodomain binding to methylated histone tails; AID 540317; AlphaScreen HP1-beta / biotin-H3K9me3 peptide binding; actives 0.56% (n = 390,000); Potency, µM (highest dose often 114 µM), for inactives: at the highest dose activity change, negative = inhibition, hits mostly inhibitors; P83916; also: nearly all actives have a fitted effect of over 70% in size; inactives centre near 23
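AlphaScreen: HP1-beta (50 nM) preformed 30 min with biotin-H3(1-18)K9me3 peptide (50 nM) in PBS pH 7.4, 0.01% Tween-20. Compound added for 30 min at RT, then streptavidin donor/nickel chelate acceptor beads (10 ug/mL) for 30 min.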
ALOX12 inh – inhibitors of human 12S-lipoxygenase ALOX12. P18054. purified 12hLO, xylenol orange hydroperoxide absorbance. Potency, µM (highest dose often 108 µM), for the others: top-dose activity change, negative = inhibition, most hits filed as inhibitors. actives 1.1% (n = 580,000); also: % is scaled to controls: 0 for no effect and ±100 for the full control effect
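Purified human 12hLO at 150 nM in 25 mM Hepes, 0.01% Triton X-100, pH 7.0, preincubated 15 min at room temperature with compound. Reaction started with 40 uM arachidonic acid, 30 min at room temperature. Hydroperoxide measured by Fe-xylenol orange, 573/405 nm absorbance ratio.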
* marks the source's active call; other numbers are inactive results; i = inactive; ? = inconclusive; / = not tested or not shown; & = joins results of further samples; ! = not active in a repeat; [ ] = dose if it differs, or a comment. Unless noted, calls follow the shape of the dose curve; as a rule, active = well fitted curve in the direction sought with a large enough effect; inconclusive = small, poorly fitted or top-dose-only effect, or another doubt; inactive = no such curve, though single readings can be large; an effect the other way counts as inactive or inconclusive. Potency is read from the fitted curve at half-maximal effect.

SMILES	JMJD2A Tudor inh	TrxR1 inh	ERG-DNA inh	Pin1 inhibitor	RGS4 inhibitor	Tb PGK inh	GLS inh	HP1b binding inh	ALOX12 inh
Nn1c(Cc2cccc3ccccc23)nnc1SCC(=O)NC1CCS(=O)(=O)C1 (stereo unspecified)	3%[57.1 µM]	12%	2%	-2%	-18%[56.9 µM]	3%	12%	-7%	0%
Cc1cc(C)cc(-n2c(SCC(=O)NC3CCCCC3)nc3c([nH]c4ccccc43)c2=O)c1	9%	22%[57.1 µM]	-4%	3%	-25%	-3%	4%	30%[57 µM]	0%
O=C(N/N=C(\CC(=O)c1cccs1)C(F)(F)F)c1cccnc1	-23%	1%[57.1 µM]	2%	-6%	-16%	i	?	5%	202%[activator]
Cc1cc(S(=O)(=O)Nc2ccc(O)c(Sc3nc4ccccc4s3)c2)ccc1Cl	?	8%	1%	2%	-20%	-12%	13%	-3%	?
Cc1cc(C)cc(NC(=O)COc2coc(CN3CCc4ccccc43)cc2=O)c1	-31%	?	-6%	0%	-22%	-5%	1%	22%	-27%
C=CCOc1cccc(/C=N/NC(=O)CN(c2cc(Cl)ccc2OC)S(=O)(=O)c2ccc(C)c([N+](=O)[O-])c2)c1	-29%	-6%	/	-2%	4%	i	3%	6%	-5%
COc1cc2[nH]c(=O)n(CCC(=O)N3CCN(Cc4ccc5c(c4)OCO5)CC3)c(=O)c2cc1OC	-16%	0%	2%	0%	-12%	i	-5%	38%	16%
CSCc1ccc(C(=O)N2CCC(CCC(=O)N(C)Cc3ccccc3)CC2)o1	-14%	?	2%	-2%	-33%	-2%	-6%	40%[activator]	?
Cn1cccc1C(=O)NC(=O)COC(=O)c1ccc(S(C)(=O)=O)c([N+](=O)[O-])c1	-28%&-24%	4.5µM*!	-6%	?	-3%&-15%	-6%	-12%	8%	/
Nc1cc(=O)[nH]n1C1CCCCC1	3%	2%[57.1 µM]	11%	0%	4%	-10%	-14%	25%	2%
Cc1cc(C(=O)CSc2nc3ccccc3[nH]2)c(C)n1Cc1ccco1	?	-1%	-10%	11%	-32%	-12%	6%	-14%	-7%
O=C(CSc1nnc2c(n1)[nH]c1ccccc12)Nc1nncs1	-17%	17%	11%	5%	-4%	-1%	-11%	14%	1%
CC(C)C(CCNCc1ccccn1)c1ccc(Cl)cc1 (stereo unspecified)	20µM*	-8%	-6%	-1%	1%[56.9 µM]	i	4%	11%	-4%
COc1ccc(NC(=O)CSc2nc(N3CCCCC3)nc(N3CCCCC3)n2)cc1	-4%	0%	3%	3%	21%	21%	1%	23%	6%
Cc1ccc(S(=O)(=O)N2CCCc3cc(NS(=O)(=O)c4ccc(F)c(C)c4)ccc32)cc1	-24%	18%[57.1 µM]	1%	20%	3%	-6%	2%	-1%	-28%
O=C(Nc1ccc(F)c(Cl)c1)c1nsc(Cl)c1Cl	8%	23%	2%	6%	0%	-6%	-3%	44%[activator]	8%
Cc1ccc(C)c2sc(N3CCN(C(=O)C(C)(C)C)CC3)nc12	-9%	9%[57.1 µM]	0%	-14%	3%	i	1%	31%	-18%
Cc1cccc(Nc2nc(N)c([N+](=O)[O-])c(N3CCN(C)CC3)n2)c1	-30%	4%	4%	-3%	6%	-2%	-12%	-1%	-26%
O=c1c(S(=O)(=O)c2cccc(Cl)c2)cn(Cc2ccccc2)c2cc(N3CCOCC3)c(F)cc12	-6%	10%	1%	27%	-27%	10%	-4%	37%	-21%
COc1ccc(NS(=O)(=O)c2cccc(C(=O)NCC(c3ccccc3OC)N3CCCC3)c2)cc1 (stereo unspecified)	-23%	-11%	-9%	7%	-14%	11%	25%	17%	-4%
COC(=O)c1ccccc1NC(=O)CSc1nccc(C)n1	-9%	-5%	10%	10%	38%	-3%	7%	-5%	-9%
Cc1nn2c(N3CCN(C(=O)c4ccco4)CC3)cc(C(C)(C)C)nc2c1-c1ccccc1	-5%	14%[57.1 µM]	-2%	5%	-13%	-3%	-2%	25%	135%[activator]
CN(C)S(=O)(=O)c1ccc(N2CCOCC2)c(C(=O)NCc2ccc3c(c2)OCO3)c1	-8%	17%	5%	2%	18%	1%	3%	23%	3%
CC(C)c1ccc(C2NC(=O)c3ccccc3O2)cc1 (stereo unspecified)	-9%	-3%[57.1 µM]	-8%	-3%	-20%	3%	-7%	10%	-24%
Cc1onc(-c2c(F)cccc2Cl)c1C(=O)OCn1nnc2ccccc2c1=O	-12%	13%	-2%	-4%	-11%	-5%	-5%	56%[activator]	-8%

Next compounds:
SMILES	JMJD2A Tudor inh	TrxR1 inh	ERG-DNA inh	Pin1 inhibitor	RGS4 inhibitor	Tb PGK inh	GLS inh	HP1b binding inh	ALOX12 inh
COc1ccc(CN(CC(=O)NC2CCCCC2)C(=O)CCCC(=O)Nc2ccccn2)cc1	-7%	24%	3%	0%	-10%	i	2%	26%	-6%
CC(C)C[C@H](NC(=O)OC(C)(C)C)c1nnc(SCc2cccc(F)c2)o1	5%	-4%	3%	-3%	11%	3%	2%	46%[activator]	-16%
COc1cc2c(cc1OC)C1=C(C#N)CC/C(=N\S(=O)(=O)c3ccccc3)N1CC2	-30%	-5%[57.1 µM]	0%	18%	-8%	-8%	1%	29%	-6%
CC(C)NC(=O)N(C)C[C@H]1Oc2c(NC(=O)Nc3ccc4c(c3)OCO4)cccc2C(=O)N([C@H](C)CO)C[C@@H]1C	-30%	17%	-5%	0%	10%	-3%	15%	13%	-16%
COc1ccc(F)cc1C(=O)C1CCCN(Cc2cn(C)c3ccccc23)C1 (stereo unspecified)	-36%	6%	-1%	0%	2%	i	9%	-9%	-4%
Cc1oc(-c2cccc(Br)c2)nc1CN1CCC(C(=O)NCc2ccccc2)CC1	5%	11%[57.1 µM]	1%	-3%	-3%	1%	2%	12%	?
CCN(CC)C1CCN(C(=O)c2ccc(OC3CCN(Cc4ccccn4)CC3)cc2)C1 (stereo unspecified)	-13%	-23%	-7%	1%	22%	6%	7%	20%	9%
COCCN(C)Cc1cn(-c2ccc(F)cc2F)nc1-c1ccccc1C	-2%[11.4 µM]	52%	-4%	0%	-15%	-12%	5%	27%	-11%
COc1ccc(N2CCN(C(=O)c3ccc(C)cc3)CC2)c([N+](=O)[O-])c1	?	4%	-2%	?	-4%	-2%	12%	-32%	-23%
COc1cccc(C2SCC(=O)N2c2cccc(C)c2)c1OC (stereo unspecified)	1%	10%	8%	-2%	10%	0%	-5%	21%	-13%
Cc1ccc(-c2nc(S(=O)(=O)c3ccc(C)cc3)c(N3CCN(c4ccccc4)CC3)o2)cc1	?	29%	0%	-7%	14%	-4%	1%	11%	-12%
CC(C)CNc1nc(Oc2ccc(OCC(N)=O)nn2)nc(N2CCOCC2)n1	-13%	7%	-2%	-7%	-12%	-13%	0%	33%	-24%
CCOc1ccc(C(C)NC(=O)c2ccccc2F)cc1 (stereo unspecified)	-5%	8%	-12%	-7%	5%	0%	5%	15%	-24%
CCOc1ccc(NC(=O)C[n+]2ccc(N(C)C)cc2)cc1	-18%[57.1 µM]	10%	3%	-9%	-1%	-5%	3%	34%	4%
COC(=O)C(C)Sc1ccc2nnc(CCNS(=O)(=O)c3ccc(C)cc3)n2n1 (stereo unspecified)	-3%&10%	9%&-7%	?	0%&2%	-29%&4%	-6%	-3%&-2%	32%&35%	-5%&-15%
COC(=O)c1ccc(/C=N/Nc2nc3ccccc3[nH]2)cc1	-17%	12%	-7%	-3%	-15%	i	-6%	37%	8%

Exported as comma-separated lines: 8 of the compounds above.
SMILES,JMJD2A Tudor inh,TrxR1 inh,ERG-DNA inh,Pin1 inhibitor,RGS4 inhibitor,Tb PGK inh,GLS inh,HP1b binding inh,ALOX12 inh
O=c1c(S(=O)(=O)c2cccc(Cl)c2)cn(Cc2ccccc2)c2cc(N3CCOCC3)c(F)cc12,-6%,10%,1%,27%,-27%,10%,-4%,37%,-21%
COc1ccc(NS(=O)(=O)c2cccc(C(=O)NCC(c3ccccc3OC)N3CCCC3)c2)cc1 (stereo unspecified),-23%,-11%,-9%,7%,-14%,11%,25%,17%,-4%
COC(=O)c1ccccc1NC(=O)CSc1nccc(C)n1,-9%,-5%,10%,10%,38%,-3%,7%,-5%,-9%
Cc1nn2c(N3CCN(C(=O)c4ccco4)CC3)cc(C(C)(C)C)nc2c1-c1ccccc1,-5%,14%[57.1 µM],-2%,5%,-13%,-3%,-2%,25%,135%[activator]
CN(C)S(=O)(=O)c1ccc(N2CCOCC2)c(C(=O)NCc2ccc3c(c2)OCO3)c1,-8%,17%,5%,2%,18%,1%,3%,23%,3%
CC(C)c1ccc(C2NC(=O)c3ccccc3O2)cc1 (stereo unspecified),-9%,-3%[57.1 µM],-8%,-3%,-20%,3%,-7%,10%,-24%
Cc1onc(-c2c(F)cccc2Cl)c1C(=O)OCn1nnc2ccccc2c1=O,-12%,13%,-2%,-4%,-11%,-5%,-5%,56%[activator],-8%
COc1ccc(CN(CC(=O)NC2CCCCC2)C(=O)CCCC(=O)Nc2ccccn2)cc1,-7%,24%,3%,0%,-10%,i,2%,26%,-6%

Screening data deposited in PubChem BioAssay by National Center for Advancing Translational Sciences (NCATS).

Not all compounds are listed, so the mix of outcomes need not match the whole.
